# TNAP inh hiacc = human TNAP enzyme inhibitors, primary screen, biochemical, luminescent, high phosphate acceptor level, uHTS | Alkaline phosphatase, tissue-nonspecific isozyme (Homo sapiens), P05186 | purified TNAP, CDP-star luminescence, 1 M DEA | inhibition, % at 20 µM | actives 0.03% (n = 200,000);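 active = over 50% inhibition of tissue-nonspecific alkaline phosphatase at 20 µM in the single-dose screen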;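 note: plate controls were DMSO wells for no effect and EDTA-quenched wells as full inhibition for full effect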
# PMI act = activators of human PMI, primary screen, biochemical, fluorescence intensity, near-Km mannose 6-phosphate; AID 1214, 2008; purified human PMI, coupled resazurin fluorescence, 20 min; hits give high values; 1 = vehicle control, 0 substrate-free wells; activation factor at 20 µM; actives 0.005% (n = 190,000); Mannose-6-phosphate isomerase (Homo sapiens), P34949;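 active = activation factor of 2 or more at 20 µM, relative to plate controls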
# Target sequence (P34949 whole entry, looked up): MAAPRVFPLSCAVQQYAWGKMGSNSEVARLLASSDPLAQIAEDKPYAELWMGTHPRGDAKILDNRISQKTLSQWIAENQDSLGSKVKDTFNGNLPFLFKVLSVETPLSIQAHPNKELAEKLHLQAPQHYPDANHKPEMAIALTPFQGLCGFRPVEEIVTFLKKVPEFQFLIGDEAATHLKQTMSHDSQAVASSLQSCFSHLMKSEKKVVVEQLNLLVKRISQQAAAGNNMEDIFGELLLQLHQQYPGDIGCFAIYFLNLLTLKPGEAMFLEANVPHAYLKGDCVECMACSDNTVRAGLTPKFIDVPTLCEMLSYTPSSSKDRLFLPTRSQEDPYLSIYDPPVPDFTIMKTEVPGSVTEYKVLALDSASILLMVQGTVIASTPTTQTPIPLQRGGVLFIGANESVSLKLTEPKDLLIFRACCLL
# Hsp70 activator = Hsp70 transcriptional activators, primary screen, cell-based, HeLa, Hsp70 promoter luciferase, luminescence, 10 µM; actives 0.04% (n = 200,000); HeLa Hsp70 promoter luciferase reporter; scaled: vehicle 0, proteasome-inhibitor control 100%; activation, % at 10 µM;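 active = activation above the mean across all tested compounds plus 3 SD, cutoff set per campaign, cut at about 5.5% in these data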;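 note: 100% = MG132 at 30 µM as the positive control and 0% = DMSO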
# PMI act satM6P = human PMI activators, high substrate, primary screen, biochemical, fluorescence intensity, near-saturating mannose 6-phosphate; Mannose-6-phosphate isomerase (Homo sapiens), P34949; coupled PMI enzyme assay, resazurin fluorescence, 20 min; hits give high values; 1 = untreated enzyme, 0 = substrate-free blank; activation factor at 20 µM; actives 0.34% (n = 190,000); AID 1216, 2008;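 active = activation factor of 2 or more at 20 µM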
#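 Test system: Human PMI in coupled enzyme assay | Input: 15 ng/mL PMI | Medium: HEPES-buffered pH 7.4 with magnesium and detergent | Compound: One concentration, 20 µM, in 1% DMSO | Incubation: Enzyme reaction with compound 20 min at room temperature | Detection: Diaphorase-driven resazurin-to-resorufin fluorescence, excitation 544, emission 590 nm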
# Efa HMGR inh = inhibitors of E. faecalis class II HMGR, primary screen, biochemical, Enterococcus faecalis | actives 0.41% (n = 190,000) | HMG-CoA reductase (Enterococcus faecalis, mvaE) | purified E. faecalis HMGR, NADPH absorbance 340 nm kinetic | inhibition, % at 10 µM;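 active = inhibition above a set limit, the median over all tested compounds plus 3 SD, cut at about 9.5% in these data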;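 note: enzyme runs in reverse so mevalonate oxidation gives rising NADPH absorbance; 0% = complete reaction with DMSO and 100% = background rate lacking mevalonate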
# RAM inhibit = inhibitors of the yeast RAM network, primary screen, dse1pr::URA3 reporter, 5-FOA selection; inhibition, % at 50 µM; S. cerevisiae dse1pr::URA3 reporter, 5-FOA growth OD615, 2 d; analog-sensitive cbk1-as2 kinase mutant strain; actives 1.8% (n = 190,000);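 active = inhibition above a set limit, 3 SD over mean compound inhibition, cut at about 8.4% in these data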;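 note: 0% = DMSO-only wells with no growth and 100% = 10 µM 1-NA-PP1 full growth; inhibition rescues growth on 5-FOA so higher OD means more RAM inhibition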
# DTT redox prof = compounds producing H2O2 with reducing agent – biochemical, NIH compound library profiling, artefact control for MLSCN library redox annotation, primary screen. DTT-dependent redox cycling H2O2, phenol red/HRP absorbance; 100% = 100 µM peroxide control, 0% = buffer. activation, % at 10 µM. actives 0.03% (n = 200,000). AID 878, 2007;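 active = activation of at least 50% relative to the plate's high and low controls in the primary single-dose screen; inactive = activation below 50%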;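 note: compound incubated with DTT at 0.8 mM final as the reducing agent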
# TNAP inh no acc = human TNAP enzyme inhibitors, primary screen, biochemical, luminescent, no phosphate acceptor, uHTS; purified TNAP, CDP-star luminescence, 30 min; inhibition, % at 20 µM; actives 0.26% (n = 200,000);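 active = tissue-nonspecific alkaline phosphatase inhibition above about 50% at 20 µM in the single-dose screen, limit read from the data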;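 note: 0% = DMSO negative control and 100% = EDTA positive control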
# L major viab = Leishmania major promastigote growth inhibition, primary screen; Leishmania major promastigotes, resazurin fluorescence viability; inhibition, % at 10 µM; actives 9% (n = 200,000); AID 1063, 2008; in the data active = inhibition above about 50%;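 note: promastigotes grown with compound for 44 hours at 28 °C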
# S1P3 antagonist = S1P3 receptor antagonists, primary screen, cell-based; AID 485, 2006; inhibition, % at 4.98 µM; Sphingosine 1-phosphate receptor 3 (Homo sapiens), Q99500; actives 0.27% (n = 170,000); CHO S1P3 NFAT-BLA reporter, FRET fluorescence, antagonist mode;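 active = inhibition above the plate cutoff, the mean inhibition of test wells on that plate plus 3 SD, cut at about 28% in these data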;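 note: cells challenged with S1P at its EC80 of 0.8 µM; blue over green emission ratio from cleaved BLA substrate after 4 h stimulation; 0% = S1P-stimulated wells and 100% = unstimulated DMSO-only wells; some compounds past the cut are filed as inactive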
# Target sequence (Q99500 whole entry, looked up): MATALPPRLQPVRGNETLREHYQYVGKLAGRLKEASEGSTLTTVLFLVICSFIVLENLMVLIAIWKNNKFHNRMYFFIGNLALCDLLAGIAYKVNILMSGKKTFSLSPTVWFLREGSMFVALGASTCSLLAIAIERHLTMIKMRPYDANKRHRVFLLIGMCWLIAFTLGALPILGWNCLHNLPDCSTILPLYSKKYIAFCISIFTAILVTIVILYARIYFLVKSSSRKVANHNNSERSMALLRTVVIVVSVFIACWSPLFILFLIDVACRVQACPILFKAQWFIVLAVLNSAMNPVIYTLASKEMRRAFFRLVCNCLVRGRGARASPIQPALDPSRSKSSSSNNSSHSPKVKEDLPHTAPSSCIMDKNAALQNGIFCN
# The depositor's hits bear a star; x = no result given. Rows are unselected; about 12% have a hit in one of these screens.
SMILES,TNAP inh hiacc,PMI act,Hsp70 activator,PMI act satM6P,Efa HMGR inh,RAM inhibit,DTT redox prof,TNAP inh no acc,L major viab,S1P3 antagonist
CCn1nnnc1-c1ccc(OC)c(S(=O)(=O)Nc2ccc(C(=O)OC)cc2)c1,-3,1,0.6,1,-2,6.3,0.4,-1,-6,-10
Cc1ccc(CNc2ccc3nnc(-c4ccccc4)n3n2)cc1,-4,1,-0.1,1,-3,-0.8,0.8,-8,-5,-20
Cc1cc(C)n2nc(-c3cnn(C)c3C(F)(F)F)c(Cl)c2n1,2,0.9,-0.5,1,-2,-0.5,2.0,-5,-1,x
c1coc(-c2nc(-c3ccco3)c(-c3ccco3)nc2-c2ccco2)c1,14,0.9,0.7,0.8,-3,4.9,-0.5,-4,1,x
COc1ccc(OCCCn2cccc2/C=C2/C(=N)N3OC(C)=CC3=NC2=O)cc1,-4,0.9,0.0,0.9,-1,13*,0.0,-17,22,21
O=C1CSC(c2cccnc2)N1c1cccc(Cl)c1 (stereo unspecified),-1,1.1,-0.1,1.1,13*,1.2,0.3,-9,6,13
COc1ccccc1N1CCN(C(=O)CSc2nc(N)cc(=O)[nH]2)CC1,4,0.9,-0.3,1,2,-0.8,-0.1,-8,-5,x
O=C(Nc1nnc(COc2ccc(Cl)cc2)s1)c1cccs1,-4,0.7,0.2,1,-2,1.9,1.5,-16,-4,13

# Record cards, from the list above. Screens in order: TNAP inh hiacc | PMI act | Hsp70 activator | PMI act satM6P | Efa HMGR inh | RAM inhibit | DTT redox prof | TNAP inh no acc | L major viab | S1P3 antagonist
# `O=C1CSC(c2cccnc2)N1c1cccc(Cl)c1` (stereo unspecified) in the list: -1 | 1.1 | -0.1 | 1.1 | 13* | 1.2 | 0.3 | -9 | 6 | 13
# `Cc1cc(C)n2nc(-c3cnn(C)c3C(F)(F)F)c(Cl)c2n1` in the list: 2 | 0.9 | -0.5 | 1 | -2 | -0.5 | 2.0 | -5 | -1 | x

# Following part:
SMILES,TNAP inh hiacc,PMI act,Hsp70 activator,PMI act satM6P,Efa HMGR inh,RAM inhibit,DTT redox prof,TNAP inh no acc,L major viab,S1P3 antagonist
O=C(COc1ccccc1)N1CCN=C1c1ccccc1,-1,1,0.1,1,-3,0.5,1.1,-12,-7,11
O=C(NCCC1=CCCCC1)C(=O)NCc1ccccc1,-5,0.9,-0.1,1,6,1.0,0.3,-28,7,-11
CCCCNC(=O)CCCCCn1c(=O)[nH]c2cc(OC)c(OC)cc2c1=O,0,1,-0.5,1,-7,2.7,-0.9,6,0,x
CCOC(=O)Cc1[nH]nc2c1C(c1ccsc1)C(C#N)=C(N)O2 (stereo unspecified),-6,0.9,-0.1,0.9,1,1.1,-0.4,0,34,-4
Cc1ccnc(-n2c(CCN3C(=O)c4ccccc4C3=O)nc3ccccc3c2=O)c1,-3,0.9,-0.2,0.9,-1,-0.2,-0.9,-9,-1,1
CN(C)Cc1nc2c([nH]1)c(=O)n(C)c(=O)n2C,-4,0.8,0.1,0.8,-3,0.2,0.0,-9,-3,-19
COc1ccc(N(CC(=O)N/N=C/c2ccc3c(c2)OCO3)S(=O)(=O)c2ccc(NC(C)=O)cc2)cc1,-1,1,0.6,1.1,-6,1.0,-0.5,-12,22,3
CCC(=O)Nc1nc(C)cc(SCC(=O)OC)n1,-2,1,-0.4,1,-3,1.9,1.3,-9,-6,-42
COc1ccccc1C(=O)COC(=O)c1ccccc1O,1,1.1,0.0,1,-5,2.1,0.2,-4,-2,-7
O=C(c1ccccc1)c1cc2ccc(O)cc2oc1=O,0,1.2,-0.1,1.1,-3,2.5,2.4,12,0,x
CCn1c(-c2ccc3ncccc3c2)n[nH]c1=S,-2,1,-0.5,1,-4,1.1,-2.8,14,-6,x
O=C(CN1C(=O)/C(=C/c2c(F)cccc2Cl)Oc2ccccc21)NCc1ccco1,1,0.9,0.0,0.9,-3,3.2,-0.8,-5,27,6
O=C(NCc1ccc2c(c1)OCO2)c1ccc(S(=O)(=O)N2CCOCC2)cc1,0,1.1,0.5,1.1,-1,1.1,-0.6,-5,-7,12
Cc1ccc(-c2c(C)n([O-])c3c([n+]2=O)CCC3)o1,-5,1,-0.2,0.8,-7,0.3,1.1,0,1,22
CN1CCC(N(C)CC(=O)Nc2ccccc2N2CCOCC2)CC1,-5,0.9,-0.1,0.9,-8,1.1,0.2,-8,-3,x
O=C(CC(C(=O)O)c1ccccc1)Nc1ccccc1 (stereo unspecified),-1,1.2,-0.3,1.1,-10,0.4,0.1,-9,-6,-1

# Fetched one by one from above (three):
SMILES,TNAP inh hiacc,PMI act,Hsp70 activator,PMI act satM6P,Efa HMGR inh,RAM inhibit,DTT redox prof,TNAP inh no acc,L major viab,S1P3 antagonist
O=C(CC(C(=O)O)c1ccccc1)Nc1ccccc1 (stereo unspecified),-1,1.2,-0.3,1.1,-10,0.4,0.1,-9,-6,-1
O=C(NCc1ccc2c(c1)OCO2)c1ccc(S(=O)(=O)N2CCOCC2)cc1,0,1.1,0.5,1.1,-1,1.1,-0.6,-5,-7,12
O=C(c1ccccc1)c1cc2ccc(O)cc2oc1=O,0,1.2,-0.1,1.1,-3,2.5,2.4,12,0,x

# Continued:
SMILES,TNAP inh hiacc,PMI act,Hsp70 activator,PMI act satM6P,Efa HMGR inh,RAM inhibit,DTT redox prof,TNAP inh no acc,L major viab,S1P3 antagonist
COc1ccc(-c2nnc(COc3ccc4ccccc4c3)o2)cc1OC,-1,0.9,-0.3,0.9,-4,9.7*,-0.6,-6,-3,x
Cc1ccc(-c2cnc(NC(=O)CCC(=O)N3CCCCC3)n2C)cc1,-5,0.9,-0.3,0.8,-3,1.5,-0.2,-2,6,-53
Cc1cc(C(=O)N/N=C/c2ccco2)n[nH]1,2,1.1,0.0,1.1,-1,1.9,-0.6,-27,-2,-11
CC(C)N(C(=O)COC(=O)CNC(=O)c1ccc(Br)cc1)c1ccccc1,-2,1,0.2,1,3,0.2,0.5,-12,-8,-2
CCC1(C)Cc2ccccc2-c2nc(NCCCO)n(-c3ccccc3)c(=O)c21 (stereo unspecified),-1,1,-0.3,1,-3,0.3,-0.3,-15,16,x
Cc1ccc(NC2=C(Cl)C(=O)OC2OC(C)C)c(C)c1 (stereo unspecified),-3,0.9,-0.4,1,-5,-0.5,0.0,-21,-1,-9
O=[N+]([O-])/C(=C\Nc1ccccc1Cl)S(=O)(=O)c1ccccc1,-1,1.4,-0.3,2.4*,18*,1.2,-7.7,-7,-3,x
Cn1nnnc1SCCNS(=O)(=O)c1ccccc1,-5,1,0.1,1.1,-3,0.8,-0.5,-7,-6,-16
O=C(Nc1cccc(C(F)(F)F)c1)c1n[nH]c(Cn2cncn2)n1,-3,0.9,-0.3,1,-1,0.0,-9.1,-6,-3,x
CN(CC(=O)Nc1ccc(S(=O)(=O)N2CCCC2)cc1)Cc1c(F)cccc1Cl,-6,1,-0.5,1,-4,2.7,-0.3,-14,100*,-9
CCN1CCN(c2ccc(NC(=O)c3ccc(F)cc3)cc2Cl)CC1,1,1,-0.3,1,-3,-1.1,-0.9,-7,12,-11
Cc1ccc(-n2c(C)cn(C(=O)c3ccccc3)c2=S)cc1,-5,1.1,-0.1,1.1,-13,-0.1,1.4,-11,16,x
COc1ccc(OC)c(-c2cc(C(=O)Nc3sc4c(c3C#N)CCC(C)C4)c3ccccc3n2)c1 (stereo unspecified),3,1,-0.4,1,-8,4.3,3.8,11,-2,x
Cc1ccc(-n2c(SCC(=O)N3CCOCC3)nnc2-c2ccncc2)cc1,-2,1,-0.4,1,3,0.8,-2.3,-11,-10,1
Cc1ccc(S(=O)(=O)N2CCN(c3nc(C)nc4sc(C)c(C)c34)CC2)cc1,-2,0.8,-0.1,0.9,-1,0.6,2.9,-13,-1,-43
COc1cc(/C=C(\C#N)c2nn(CCO)c(N)c2C#N)cc(OC)c1OC,-7,1.6,-0.4,2.2*,-4,1.2,-0.9,-12,1,-13
Cc1ccc(-c2ccc(CCC(=O)O)n2NC(=O)c2ccco2)cc1,-2,1,0.1,1,1,4.3,-0.3,-7,-6,-24
COCCn1c(SCC(=O)N2CCCCC2)nc2cccnc21,-5,0.9,0.1,1,-9,0.8,-0.2,-10,-2,-7
Cc1ccc(-n2ncc3c(=O)n(Cc4ccccn4)cnc32)cc1C,0,1.1,-0.4,1.2,-2,-0.1,2.6,-5,-4,-38
COCCN(CC(=O)Nc1ccc(F)cc1)S(=O)(=O)c1ccc(S(=O)(=O)N2CCCC2)cc1,-1,0.9,0.2,0.9,0,1.9,1.9,-4,4,9
CCCC(CCC)C(=O)Oc1cc(C)[nH]c(=O)c1[N+](=O)[O-],-6,1.2,-0.2,1.2,-1,1.7,0.4,-11,0,4
CC(C)(C)c1ccc(OCC(=O)N/N=C/C2CC=CCC2)cc1 (stereo unspecified),0,1,0.2,0.9,-12,0.4,-3.5,-8,-7,-22
CCN(CC)C(=O)CSc1nnc(-c2ccc(S(=O)(=O)N3CCCC3)cc2)o1,-3,1,-0.3,1.1,-6,2.7,0.3,-8,99*,x
COc1cc(OC)c(OC)cc1/C=N/NC(=O)CC1C(=O)NN=C1C (stereo unspecified),-2,0.9,-0.3,0.8,1,-0.8,-3.8,-4,-2,x
O=C(CSCCO)Nc1nccs1,-5,1,0.1,1,-5,1.4,0.2,-12,2,-7
CCOc1cc(CO)cc(Br)c1OCC(N)=O,-1,1,-0.1,1.1,-3,0.6,1.0,-2,-1,-18
CC(=O)Nc1cccc(NC(=O)c2c(-c3ccccc3)noc2C)c1,-4,1,-0.1,1,-5,1.3,0.2,-13,-1,-19
COC(=O)C(O)(CC(=O)Nc1cc(OC)c(OC)c(OC)c1)C(F)(F)F (stereo unspecified),-2,1,0.4,0.8,-1,1.9,1.1,-7,-8,x
COc1ccc(CCNC(=O)CCNC(=O)c2ccc(Br)cc2)cc1OC,-7,0.8,-0.1,0.8,-9,-0.4,0.3,-26,-2,-5
CCC(c1nnnn1C(C)C)N1CCN(C2CCCC2)CC1 (stereo unspecified),-4,1,0.4,1,-1,0.3,-3.1,-14,12,-23
O=C(Nc1cccnc1)c1ccc(COc2ccccc2Cl)o1,0,0.9,0.0,0.9,-23,0.3,2.3,-8,12,x
